Tn6 DDE FP: DD(E)-Tn6 binding inhibition, primary FP screen. Fibrin DD(E) TRITC-Tn6 fluorescence polarization displacement. inhibition, % at 8.3 µM. 0.21% of 370,000 active. AID 720509;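 active means inhibition above a per-campaign cutoff: mean of compounds within control limits plus 3 SD, cut at about 15% in these data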;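 further: 0% = median of all compound wells on the plate and 100% = blocking peptide control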
ADAM10 inh: inhibits human ADAM10; O14672; recombinant ADAM10, EDANS/DABCYL FRET peptide cleavage, 3 h; inhibition, % at 7 µM; 0.62% of 370,000 active;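 active means inhibition above a per-campaign cutoff equal to the mean of compounds falling between control-based bounds plus 3 SD, cut at about 20% in these data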;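 further: 0% = DMSO wells while the 100% control is not disclosed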
rCAG RNA binder: binds r(CAG) RNA repeats; r(CAG) RNA repeat, TO-PRO-1 dye displacement fluorescence; inhibition, % at 3 µM; 1.3% of 370,000 active;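 active means inhibition above the plate cutoff, the mean of all test compounds on that plate plus 3 SD, cut at about 35% in these data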;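 further: 0% = DMSO alone and 100% = 100 µM mitoxantrone as full dye displacement; higher means more dye released from RNA so lower well fluorescence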
NPR2 activator: GC-B (human) receptor activation | P20594 | 0.11% of 370,000 active | activation, % at 10 µM | HEK293-GC-B cells, CNP EC30, cGMP TR-FRET; 0% at EC30 CNP, 100% saturating CNP;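 active means activation at 10 µM reaching about 35% in either raw or pattern-adjusted values, limit read from the data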
Target sequence (P20594 whole entry, looked up): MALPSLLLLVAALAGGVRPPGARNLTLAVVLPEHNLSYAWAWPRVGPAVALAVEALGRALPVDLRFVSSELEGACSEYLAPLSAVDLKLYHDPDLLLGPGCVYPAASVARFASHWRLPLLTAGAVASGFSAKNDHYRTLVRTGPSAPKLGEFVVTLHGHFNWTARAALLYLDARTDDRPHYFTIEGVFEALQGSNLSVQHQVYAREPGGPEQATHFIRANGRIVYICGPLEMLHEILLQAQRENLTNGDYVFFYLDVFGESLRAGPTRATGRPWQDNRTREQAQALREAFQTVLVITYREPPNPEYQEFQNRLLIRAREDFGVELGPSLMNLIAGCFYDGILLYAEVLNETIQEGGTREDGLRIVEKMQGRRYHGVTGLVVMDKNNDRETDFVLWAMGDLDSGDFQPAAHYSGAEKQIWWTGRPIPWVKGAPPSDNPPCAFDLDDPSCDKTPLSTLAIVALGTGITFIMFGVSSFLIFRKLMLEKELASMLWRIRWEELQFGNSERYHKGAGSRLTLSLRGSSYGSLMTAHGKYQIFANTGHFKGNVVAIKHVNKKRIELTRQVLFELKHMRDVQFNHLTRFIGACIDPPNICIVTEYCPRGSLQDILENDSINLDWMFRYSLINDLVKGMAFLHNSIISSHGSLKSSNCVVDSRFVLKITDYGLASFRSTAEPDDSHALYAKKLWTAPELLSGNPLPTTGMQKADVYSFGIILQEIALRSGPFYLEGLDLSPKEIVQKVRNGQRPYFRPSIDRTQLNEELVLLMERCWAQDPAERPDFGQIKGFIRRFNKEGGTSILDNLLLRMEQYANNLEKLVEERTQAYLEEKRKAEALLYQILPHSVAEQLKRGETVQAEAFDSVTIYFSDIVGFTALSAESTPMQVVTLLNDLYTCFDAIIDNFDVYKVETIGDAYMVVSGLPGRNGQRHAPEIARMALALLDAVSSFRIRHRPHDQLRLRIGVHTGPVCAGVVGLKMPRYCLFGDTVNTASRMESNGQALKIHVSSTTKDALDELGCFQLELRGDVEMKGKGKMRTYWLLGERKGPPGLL
ARFGAP1 inh: rat ARFGAP1 inhibition; Q62848; Arfgap1-stimulated ARF1 GTP hydrolysis, GDP FP detection; inhibition, % at 16.5 µM; 0.26% of 360,000 active; AID 651572;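 active means inhibition above a per-plate limit, mean inhibition of low control wells plus 3 SD, cut at about 25% in these data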;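 further: 0% = DMSO wells with enzyme and 100% = wells lacking Arfgap1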
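Material: rat Arfgap1 catalytic domain, aa 1-136; also added: human ARF1(Δ1-17)-GTP substrate; compound dosing: one concentration, 16.5 µM, DMSO 1.26%; incubation: GTP hydrolysis reaction 2 h at 25 °C; measured by: Tracer-displacement fluorescence polarization with EDTA stop, 620/688 nm; evaluation: % inhibition from polarization; repeats: one replicate per compound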
KLK7 zymogen act: activators of human kallikrein-7 zymogen. P49862. purified proKLK7, EDANS-DABCYL substrate fluorescence; 100% is mature enzyme control, 0% vehicle. activation, % at 7 µM. 0.9% of 370,000 active;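 active means activation above the mean of all tested compounds plus 3 SD, computed per campaign excluding outliers beyond control limits, cut at about 13% in these data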
sPLA2-III inh: Blocks human group III sPLA2 activity | inhibition, % at 12.2 µM | AID 743126 | 0.56% of 370,000 active | QFRET BODIPY PC-A2 liposome hydrolysis, fluorescence | Q9NZ20;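 active means inhibition above mean plus 3 SD of compounds lying within the high and low control bounds, cut at about 19% in these data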;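 further: 0% = median of test compound wells and 100% = no enzyme DMSO wells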
ASAP1 GAP inh: ASAP1 ArfGAP inhibition. 0.19% of 360,000 active. Q9ULH1. ASAP1-stimulated ARF1 GTP hydrolysis, GDP FP detection. inhibition, % at 16.5 µM. AID 624377; in the data active means inhibition above about 25%;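 further: 0% = vehicle with enzyme and substrate and 100% = no enzyme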
GAA850 FXN act: frataxin GAA850 promoter activation; HEK293 lucGAA850 FXN promoter luciferase reporter, 24 h; percent of 10 µM SAHA response; activation, % at 6 µM; 0.56% of 360,000 active;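 active means activation above the average of all compounds screened plus 3 SD, cutoff fixed separately per campaign, cut at about 7.5% in these data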;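 further: 0% = DMSO wells and 100% = 10 µM SAHA wells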
GC-A act: GC-A (human) enzyme activation; HEK293 GC-A cells, cGMP TR-FRET, EC30 ANP; 0% at EC30 ANP, 100% saturating ANP; activation, % at 10 µM; 0.14% of 370,000 active; AID 1671463; in the data active means activation above about 40%
* hit, by the source's call; . = no result given. An excerpt; count on the stated rates, not on these rows.

SMILES	Tn6 DDE FP	ADAM10 inh	rCAG RNA binder	NPR2 activator	ARFGAP1 inh	KLK7 zymogen act	sPLA2-III inh	ASAP1 GAP inh	GAA850 FXN act	GC-A act
C=CCn1c(O)c(N=Nc2c(C)n(C)n(-c3ccccc3)c2=O)c(=O)[nH]c1=S	8	-12	1	-2	10	-0.3	8	-8	-1.8	1
CCOc1nc(NC(C)C)nc(N2CC3CC(C2)c2cccc(=O)n2C3)n1 (configuration not stated)	3	0	-4	7	2	0.5	-3	3	0.8	3
CCCCCn1cc(C(=O)C(=O)N2CCOCC2)c2ccccc21	-4	6	-7	-4	3	-0.2	-2	-19	-0.1	-4
CCN(CC)CCCOC(=O)C(OC)(c1ccccc1)c1ccccc1	-3	2	-6	-1	-7	0.2	9	3	0.5	-5
COc1ccc(-n2c(Cc3ccccc3)nc3ccccc3c2=O)cc1	-2	-2	-7	-3	-8	0.1	-2	-9	2.6	-7
O=c1[nH]oc2c1CCNC2	4	-8	0	0	-5	0.0	8	3	0.1	3
Nc1ccc(Br)cc1C(=O)c1ccccc1	-1	4	-2	3	-3	-0.6	-1	1	2.2	-3
CCC(=O)Nc1cc(C(=O)N2CCC3(CC2)OCCO3)ccc1S(=O)(=O)c1ccc(C)cc1	3	-2	2	3	-1	0.3	3	3	-3.4	0
CC(=O)C1C(N2CC2)CC2C3CC=C4CC(O)CCC4(C)C3CCC21C (configuration not stated)	6	13	1	-2	-7	0.3	-13	3	-1.5	-3
O=C(CCc1nnc2ccc(NCc3ccccc3Cl)nn12)N1CCC2(CC1)OCCO2	7	-8	-4	5	0	-0.1	2	-4	3.8	-1
CC(C)CCNC(=O)c1cc(C(=O)c2cc(Br)ccc2O)cn(CCC(C)C)c1=O	-3	0	3	5	1	0.0	0	6	0.2	2
CN(C)C(=O)Oc1ccc2c(c1)O/C(=C\c1cccc(Cl)c1)C2=O	2	-4	3	6	-8	-0.8	1	-7	2.6	6
O=C(COC(=O)c1cccc(O)c1)Nc1ccc(Cl)cc1C(=O)c1ccccc1	-8	23*	8	-5	4	0.5	-41	21	2.0	-8
CC(C)(C)C(=O)O[C@H]1CC[C@@]2(C)C(=CC(=O)C3C2CC[C@]2(C)C(=O)[C@@H](F)CC32)C1 (some centres not stated)	-2	-19	1	4	-2	0.6	-2	-4	-0.4	0
O=c1[nH]c(=S)n(CCC2=CCCCC2)c(O)c1/C=N/Nc1ccccc1	-3	8	23	0	9	0.8	3	-5	0.3	0
O=[N+]([O-])c1ccc(NC2CCN(Cc3ccccc3)CC2)c2ccncc12	-4	6	2	-4	16	0.2	-1	-1	0.7	-7
C[C@@H]1CN([C@@H](C)CO)C(=O)CCCn2nncc2CO[C@@H]1CN(C)C(=O)Oc1ccc2ccccc2c1	3	4	0	0	-9	0.5	0	-4	0.8	0
Cc1ccc(S(=O)(=O)N2Cc3cc(-c4cccc(F)c4)ccc3-n3nncc3C2)cc1	6	-5	1	-4	-9	-0.1	4	-17	.	-3
Ic1ccccc1CN[C@@H]1C2CCN(CC2)[C@@H]1C(c1ccccc1)c1ccccc1	9	8	7	-19	5	-0.3	-12	2	0.0	-31
CCCCCn1c(=O)c(C(=O)NCc2ccncc2)c(O)c2ccccc21	0	-6	6	3	0	0.1	2	11	-0.4	1

Entries of single compounds from above. Values in the order: Tn6 DDE FP	ADAM10 inh	rCAG RNA binder	NPR2 activator	ARFGAP1 inh	KLK7 zymogen act	sPLA2-III inh	ASAP1 GAP inh	GAA850 FXN act	GC-A act
Entry for Cc1ccc(S(=O)(=O)N2Cc3cc(-c4cccc(F)c4)ccc3-n3nncc3C2)cc1 → 6	-5	1	-4	-9	-0.1	4	-17	.	-3
Entry for CC(C)(C)C(=O)O[C@H]1CC[C@@]2(C)C(=CC(=O)C3C2CC[C@]2(C)C(=O)[C@@H](F)CC32)C1 (some centres not stated) → -2	-19	1	4	-2	0.6	-2	-4	-0.4	0

The results go on.
SMILES	Tn6 DDE FP	ADAM10 inh	rCAG RNA binder	NPR2 activator	ARFGAP1 inh	KLK7 zymogen act	sPLA2-III inh	ASAP1 GAP inh	GAA850 FXN act	GC-A act
OC(CN1CCCCC1)c1c[nH]c2ccccc12 (configuration not stated)	2	-1	0	1	-6	-0.5	6	-7	0.3	3
COc1cccc(C(=O)C2CCCN(Cc3ccc4nonc4c3)C2)c1 (configuration not stated)	-5	-7	3	-1	18	0.2	-1	3	2.1	-5
N=c1c[n+](CC23CC4CC(CC(C4)C2)C3)[n-]o1	-4	-8	1	.	-1	0.0	-1	-7	1.8	.
COC(=O)C1=C(c2cc3ccccc3s2)C[C@@H]2CC[C@H]1N2C(=O)NCCO	3	-8	1	0	5	-0.1	5	-8	1.1	5
O=C1NC(=S)NC(=O)C1Cc1ccccc1O	0	-13	1	2	14	-0.5	16	1	-0.5	4
Cc1oc2ccc(OC(=O)N(C)C)cc2c1C(=O)OC(C)C	2	-5	-8	2	-15	0.2	-7	-13	2.1	4
COc1ccccc1-n1c(-c2ccccc2Br)nc2ccccc2c1=O	5	1	-4	-4	15	-0.2	-5	2	-0.1	-27
CCc1c(C)nc(N)nc1N1N=C1SCC#N	4	-2	1	0	-5	-0.1	1	2	-1.6	4
OC(c1cccc(Cl)c1)(c1cccc(Cl)c1)C1CN2CCC1CC2 (configuration not stated)	-3	-2	8	-19	7	0.4	1	-14	-1.5	-46
CC(=O)OC1CCC2(C)C(CC(=O)C3C2CCC2(C)C(OC(C)=O)CCC32)C1 (configuration not stated)	-6	-1	1	3	0	0.2	0	7	0.1	2
CN1CCN(Cc2cc(C(C)(C)C)c(O)c(C(C)(C)C)c2)CC1	8	0	-2	0	26*	0.3	-6	7	-0.2	-2
COC(=O)C1C(OC(=O)c2ccccc2)CC2CCC1[N+]2(C)C (configuration not stated)	-1	1	2	-1	0	0.7	0	1	.	2
O=C(COc1ccccc1)N1CCN(C/C=C/c2ccccc2)CC1	6	-7	-7	3	1	0.5	-7	-1	-2.4	4
COC(=O)C1=C(c2cc3ccccc3o2)C[C@@H]2CC[C@H]1N2C(=O)NCc1ccc(C(F)(F)F)cc1	0	2	-1	-7	-4	0.1	4	1	-1.5	-7
CC1CN(C)C(C)(C)CC1(O)c1ccccc1 (configuration not stated)	1	-4	0	-4	-3	0.2	3	0	2.1	1
CCN(CC)C(=O)c1ccc(NC(=O)CCCSc2ccccc2)cc1	0	8	-6	-1	-1	0.1	-4	-4	1.2	2
O=[N+]([O-])c1ccc2c(c1)C(c1ccccc1)=NCCN2	0	-2	4	-1	0	0.3	9	-2	1.0	4
CC1CC2(C)C(=CC1=O)CCC1C3CCC(C)(O)C3(C)CC3OC312 (configuration not stated)	6	0	-1	-4	-12	0.3	-5	-13	1.0	-3
CNC(C(=O)c1ccccc1)C(OC)c1cccc([N+](=O)[O-])c1 (configuration not stated)	-5	-2	1	2	7	-0.1	-7	-7	-0.7	3
Cc1ccc(OP(=O)(NC(C)c2ccccc2)Oc2ccc(C)cc2)cc1 (configuration not stated)	2	12	-9	-3	2	-0.7	0	9	0.6	-1

Looked up above:
OC(CN1CCCCC1)c1c[nH]c2ccccc12 (configuration not stated) in GAA850 FXN act shows 0.3
CCc1c(C)nc(N)nc1N1N=C1SCC#N in rCAG RNA binder shows 1

Other results follow:
SMILES	Tn6 DDE FP	ADAM10 inh	rCAG RNA binder	NPR2 activator	ARFGAP1 inh	KLK7 zymogen act	sPLA2-III inh	ASAP1 GAP inh	GAA850 FXN act	GC-A act
CC(=NCc1ccco1)c1c(O)n(C)c(=O)n(C)c1=O	1	-2	-2	1	11	0.4	7	-7	-0.4	0
CC(=O)C1=C(C)OC2=C(C(=O)CCC2)[C@@]12C(=O)N(C)c1ccccc12	2	-3	1	0	3	0.2	0	-3	.	8
COc1cc(C(O)CNC(C)C)cc(F)c1OC (configuration not stated)	7	1	3	0	5	0.2	1	7	-0.6	4
CCOP(=S)(OCC)SCSP(=S)(OCC)OCC	1	-17	2	9	-3	-0.7	12	-5	0.6	-1
CCCCc1nc2ccccc2c(=O)n1-c1ccc(Cl)cc1[N+](=O)[O-]	-8	1	-2	-15	-6	0.0	-2	-2	-2.0	-21
C[C@@H]1NCCc2cc(O)c(O)cc21	-3	-6	0	-2	-8	1.0	1	0	1.2	2
CNC(=O)Oc1cccc2ccccc12	-4	-17	-3	1	14	-15	7	2	0.9	2
COc1ccc(N2C(=O)NC(=O)C(CCc3ccncc3)(CCc3ccncc3)C2=O)cc1	10	-5	-5	2	2	0.4	-1	2	-0.4	-1
C/C(=N\Nc1cccc2ccccc12)c1c(O)n(Cc2ccccc2)c(=O)[nH]c1=O	4	-25	21	2	0	-2.3	-10	0	0.3	-3
COc1cccc(NC(=O)CN2CC(c3ccccc3)CC2=O)c1 (configuration not stated)	2	-5	2	1	11	0.2	1	-7	-0.3	3
Cn1c(=O)cc(SCC(=O)N2CCC3(CC2)OCCO3)c2ccccc21	-2	-19	-3	.	12	0.8	-5	-6	1.4	.
COC(COC(N)=O)C1=C(N2CC2)C(=O)C(C)=C(N2CC2)C1=O (configuration not stated)	-5	-27	4	7	1	-3.5	2	4	-5.4	3
O=C1NC(=O)C2(Cc3ccccc3N3CCCC32)C(=O)N1 (configuration not stated)	-4	-53	5	6	13	0.5	5	-2	1.9	1
O=C(Nc1ccc2ccccc2c1)c1nn(C23CC4CC(CC(C4)C2)C3)cc1Br	-1	-1	7	-6	2	1.0	3	3	1.0	-5

Among those listed so far, 10 have sulfur:
SMILES	Tn6 DDE FP	ADAM10 inh	rCAG RNA binder	NPR2 activator	ARFGAP1 inh	KLK7 zymogen act	sPLA2-III inh	ASAP1 GAP inh	GAA850 FXN act	GC-A act
C=CCn1c(O)c(N=Nc2c(C)n(C)n(-c3ccccc3)c2=O)c(=O)[nH]c1=S	8	-12	1	-2	10	-0.3	8	-8	-1.8	1
CCC(=O)Nc1cc(C(=O)N2CCC3(CC2)OCCO3)ccc1S(=O)(=O)c1ccc(C)cc1	3	-2	2	3	-1	0.3	3	3	-3.4	0
O=c1[nH]c(=S)n(CCC2=CCCCC2)c(O)c1/C=N/Nc1ccccc1	-3	8	23	0	9	0.8	3	-5	0.3	0
Cc1ccc(S(=O)(=O)N2Cc3cc(-c4cccc(F)c4)ccc3-n3nncc3C2)cc1	6	-5	1	-4	-9	-0.1	4	-17	.	-3
COC(=O)C1=C(c2cc3ccccc3s2)C[C@@H]2CC[C@H]1N2C(=O)NCCO	3	-8	1	0	5	-0.1	5	-8	1.1	5
O=C1NC(=S)NC(=O)C1Cc1ccccc1O	0	-13	1	2	14	-0.5	16	1	-0.5	4
CCc1c(C)nc(N)nc1N1N=C1SCC#N	4	-2	1	0	-5	-0.1	1	2	-1.6	4
CCN(CC)C(=O)c1ccc(NC(=O)CCCSc2ccccc2)cc1	0	8	-6	-1	-1	0.1	-4	-4	1.2	2
CCOP(=S)(OCC)SCSP(=S)(OCC)OCC	1	-17	2	9	-3	-0.7	12	-5	0.6	-1
Cn1c(=O)cc(SCC(=O)N2CCC3(CC2)OCCO3)c2ccccc21	-2	-19	-3	.	12	0.8	-5	-6	1.4	.

Screening data from PubChem.
